# Source: PubChem BioAssay (National Center for Advancing Translational Sciences (NCATS))
# TRHR PAM = allosteric enhancers of human TRH receptor | TRHR cells, fluo-8 calcium fluorescence, EC20 TRH enhancement | P34981 | 360,000 compounds, 0.66% hits | AID 493056 | enhancement, % at 2 µM; in the data active means enhancement above about 30%; further: 0% is about no effect
# Target sequence (P34981 whole entry, looked up): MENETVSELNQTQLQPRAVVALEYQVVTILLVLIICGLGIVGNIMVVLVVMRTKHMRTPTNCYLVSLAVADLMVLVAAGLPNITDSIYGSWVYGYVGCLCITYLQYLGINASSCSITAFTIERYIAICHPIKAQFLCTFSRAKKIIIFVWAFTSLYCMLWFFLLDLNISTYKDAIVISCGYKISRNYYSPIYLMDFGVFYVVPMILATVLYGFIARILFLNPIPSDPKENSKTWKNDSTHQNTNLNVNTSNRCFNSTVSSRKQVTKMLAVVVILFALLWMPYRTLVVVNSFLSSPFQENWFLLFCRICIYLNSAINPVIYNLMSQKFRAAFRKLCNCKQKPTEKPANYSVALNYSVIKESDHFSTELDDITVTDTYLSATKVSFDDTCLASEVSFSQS
#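 TRHR-expressing cells loaded with fluo-8 calcium dye were read kinetically (ex 480/em 530) during compound addition, then stimulated with an EC20 of TRH (10 nM final). Enhancement of the Gq-mediated intracellular calcium response was scored.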
# D1 PAM = enhances dopamine response at the human D1 receptor; potentiation, % at 10 µM; HEK293 TREx D1 cells, calcium flux, dopamine EC20 potentiation; 360,000 compounds, 0.036% hits; AID 504651; in the data active means potentiation above about 30%; further: 0% is about no effect
# Target sequence (P21728 whole entry, looked up): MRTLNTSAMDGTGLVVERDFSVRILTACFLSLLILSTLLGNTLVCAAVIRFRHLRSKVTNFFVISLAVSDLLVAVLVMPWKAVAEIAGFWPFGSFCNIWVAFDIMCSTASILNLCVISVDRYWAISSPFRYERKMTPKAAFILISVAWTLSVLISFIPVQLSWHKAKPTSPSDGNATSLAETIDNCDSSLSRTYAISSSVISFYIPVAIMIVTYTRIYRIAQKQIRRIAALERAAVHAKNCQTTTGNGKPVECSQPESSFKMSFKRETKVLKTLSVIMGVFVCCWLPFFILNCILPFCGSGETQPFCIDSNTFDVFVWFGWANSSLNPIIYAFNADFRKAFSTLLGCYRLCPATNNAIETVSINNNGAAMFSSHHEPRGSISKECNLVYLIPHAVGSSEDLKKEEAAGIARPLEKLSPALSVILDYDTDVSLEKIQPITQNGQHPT
# D1 ag = activates the human D1 dopamine receptor | P21728 | HEK293 T-REx D1 cells, calcium flux, agonist mode | activation, % at 2 µM | 360,000 compounds, 1% hits; further: 0% is about no effect
#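 Agonism was scored from calcium flux recorded over 180 s (1 read/s) after pintool compound addition, following a 10-cycle baseline. Cells were inducible force-coupled HEK293 TREx D1, plated overnight at 30 C and loaded with no-wash calcium dye.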
# TRHR agonist = agonists of human TRH receptor; activation, % at 2 µM; TRHR cells, calcium flux fluo-8, FDSS agonist mode; 360,000 compounds, 0.18% hits; P34981; further: 0% is about no effect
#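 Steps: seed TRHR cells overnight; add fluo-8 no-wash Ca dye, RT 30 min–1.5 h; record 10 s baseline; pin-transfer compounds; monitor fluorescence 1 cycle/s for the agonist window. Calcium increases flag candidate agonists.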
# D2 ag = activates the human D2 dopamine receptor | P14416 | HEK293 T-REx D2 cells, calcium flux agonist mode | 340,000 compounds, 0.53% hits | activation, % at 2 µM;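 active means activation over 3 SD above normal in the single-dose calcium agonist read, cut at about 30% in these data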; further: 0% is about no effect
#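 HEK293 Trex D2 cells, tetracycline-induced, o/n 30 C 5% CO2; no-wash Ca dye, RT 30–90 min; 10-cycle baseline, 23 nl cpd added, kinetic Ca read 180 s; agonist hits = positive Ca response.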
# D1 antag = human D1 dopamine receptor antagonism; P21728; HEK293 TREx D1 cells, calcium flux, dopamine EC80; stronger effect = lower value; activity change, negative = inhibition, % at 10 µM; 360,000 compounds, 3.2% hits; in the data active means activity change below about -30%; further: on the % scale 0 is the no-effect control and ±100 the full control effect
#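 Compound effects on dopamine-evoked calcium signalling were measured in tetracycline-induced HEK293 Trex D1 cells. Dopamine at EC80 followed a 180 s compound pre-read, and fluorescence was tracked kinetically for 180 s more.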
# D2 antagonist = D2 dopamine receptor (human) antagonism; P14416; HEK293 TREx D2 cells, calcium flux, dopamine EC80; inhibition, % at 10 µM; 340,000 compounds, 2% hits; AID 485344; in the data active means inhibition above about 30%; further: 0% is about no effect
#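 Dopamine at EC80 is the agonist stimulus; test compounds precede it by 180 s. Calcium flux read kinetically in a force-coupled, inducible HEK293 T-REx D2 cell line.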
# D2 PAM = D2 dopamine receptor (human) potentiation; P14416; HEK293 T-REx D2, calcium flux, EC20 dopamine potentiation; potentiation, % at 10 µM; 340,000 compounds, 0.34% hits; AID 485347;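 active means potentiation over 3 SD above the plate norm, cut at about 30% in these data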; further: 0% is about no effect
#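 Primary screen. Calcium kinetics in induced HEK293 T-REx D2 cells: compound pre-addition 180 s, EC20 dopamine, 180 s more.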
# RXFP1 antag = antagonists of human relaxin receptor RXFP1; activity change, negative = inhibition, % at 57.5 µM; Q9HBX9; HEK293-RXFP1, relaxin-stimulated cAMP HTRF, 30 min; stronger effect = lower value; 350,000 compounds, 0.59% hits;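 active means activity change of -60% or lower, but not beyond a set lower limit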; further: on the % scale 0 is the no-effect control and ±100 the full control effect
# The depositor's hits bear a star; nt = no result given. Unless noted, no stated cut-off is given here; in the data, active means activation above about 30%; inactive means the rest.
SMILES,TRHR PAM,D1 PAM,D1 ag,TRHR agonist,D2 ag,D1 antag,D2 antagonist,D2 PAM,RXFP1 antag
O=C(NCc1nc2ccccc2[nH]1)C1=C[C@H](c2csc3ccccc23)C[C@H](OCc2ccc(CO)cc2)O1,-3,3,4,0.1,0.6,-2,5,-9,nt
CCCOc1ccc(C(=O)Nc2cccnc2)cc1,3,1,0,0.1,-1.7,-3,19,-1,-4
COc1cc2c(cc1NC(=O)COc1ccc(Cl)cc1Br)oc1ccccc12,-17,-1,1,0.9,nt,0,nt,-10,-7
COc1ccccc1C(=O)Nc1nnc(SCc2cc(=O)c3ccccc3[nH]2)s1,1,-4,1,-0.2,-0.6,-11,nt,15,-16
Clc1ccc(-c2nnn3c2nc(NC2CCCCC2)c2ccccc23)cc1,-3,3,16,0.3,0.6,-2,nt,-2,nt
O=S(=O)(c1cc(Br)c(Br)s1)N1CCN(c2ccccc2)CC1,1,-6,-1,0.5,-0.3,4,nt,-1,-8
Cc1ccc(C)c(NC(=O)/C(C#N)=C/c2ccc[nH]2)c1,13,1,0,0.8,-0.5,-13,17,-7,1
O=C(CSc1nc2ccsc2c(=O)n1CC1CCC(C(=O)O)CC1)c1ccc(F)cc1 (configuration not stated),6,-3,1,0.5,0.3,-7,-7,9,-8
O=C(Nc1nc2ccccc2s1)c1cc(-c2ccccc2)nn1-c1ccccc1,-5,9,3,1.0,0.2,1,-24,8,nt
N=c1c2c3c(sc2nc2n1CCCCC2)CCCC3,-2,-2,3,0.7,0.7,-16,-12,-3,-3
CN(C)S(=O)(=O)c1ccc(N2CCCC2)c(C(=O)Nc2cccc(F)c2)c1,-6,4,-1,-0.2,nt,13,nt,nt,1
COc1ccc(CC(=O)Nc2ccc(-c3nnc(-c4ccc(C)cc4)o3)cc2)cc1,2,-3,0,0.5,0.3,7,-18,9,-18
NNC(=O)c1nn(-c2ccc(Cl)cc2)ccc1=O,6,3,1,-0.2,0.1,-1,16,1,0
COc1cccc(/C=C2\SC(N3CCCC(C)C3)=NC2=O)c1OC (configuration not stated),-5,2,3,-0.3,-1.8,7,11,4,-9
O=C(Cc1c(F)c(F)c(F)c(F)c1F)Nc1nc(-c2ccccc2)cs1,-4,-12,36*,1.8,0.7,-2,10,nt,-65*
CC(=O)c1cccc(NC(=O)c2ccc(NS(C)(=O)=O)cc2)c1,-3,-2,-1,-0.3,0.3,7,12,-11,-9
CCOC(=O)C1=C(N)Oc2c(oc(CO)cc2=O)C1c1c(F)cccc1Cl (configuration not stated),8,2,0,-0.9,-0.9,-64*,7,-2,3
COc1ccc(CCNC(=O)Cn2cc(C(F)(F)F)cc(Cl)c2=O)cc1,2,-3,4,-1.6,-0.7,2,-4,-2,0
CC(CCc1ccccc1)NC(=O)CN1C(=O)NC2(CCCCC2)C1=O (configuration not stated),6,0,0,-0.2,3.4,4,-10,2,-12
O=C(Cn1ccc(NC(=O)OCc2ccccc2)nc1=O)NCCc1ccccn1,-3,8,0,0.2,0.3,nt,-27,8,nt

# Single values from the list.
# D2 antagonist, COc1ccc(CC(=O)Nc2ccc(-c3nnc(-c4ccc(C)cc4)o3)cc2)cc1 = -18
# TRHR PAM, COc1cccc(/C=C2\SC(N3CCCC(C)C3)=NC2=O)c1OC (configuration not stated) = -5
# D1 PAM, NNC(=O)c1nn(-c2ccc(Cl)cc2)ccc1=O = 3
# D2 PAM, COc1ccc(CCNC(=O)Cn2cc(C(F)(F)F)cc(Cl)c2=O)cc1 = -2
# D1 antag, CN(C)S(=O)(=O)c1ccc(N2CCCC2)c(C(=O)Nc2cccc(F)c2)c1 = 13

# Later entries
SMILES,TRHR PAM,D1 PAM,D1 ag,TRHR agonist,D2 ag,D1 antag,D2 antagonist,D2 PAM,RXFP1 antag
Cc1ccc(SCC(=O)Nc2c(Br)cnn2C)cc1,-1,-4,6,-0.3,-0.5,-7,6,-5,10
COc1ccccc1/C=C/C(=O)Nc1cccc(S(=O)(=O)NC2=NCCCCC2)c1,-7,3,1,0.6,nt,2,nt,nt,2
Cn1ccc2cc(-c3ccc4ncnc(NCc5cccs5)c4c3)ccc21,12,-3,-1,-0.5,nt,23,nt,nt,nt
O=c1c(-c2nc3ccccc3o2)c2oc3ccccc3n2c2ccccc12,2,-1,-2,-0.5,2.2,0,-12,nt,nt
O=c1[nH]c2ccc(Cl)cc2c(-c2ccccc2)c1N1CCOCC1,1,6,2,4.3,0.5,14,-17,7,nt
COc1cccc2cc(C(=O)Nc3ccc(C)cc3)c(=O)oc12,4,2,1,-0.8,0.1,-26,nt,-4,nt
COc1ccc(OC)c(Nc2nc3nonc3nc2N2CCCCC2)c1,-7,-3,0,0.7,0.1,-7,3,0,nt
O=C(CCNC(=O)C1CCN(S(=O)(=O)c2ccc(F)cc2)CC1)NCc1ccccc1,-6,2,2,0.1,0.0,7,23,-5,3
O=C(Nc1ccon1)Nc1cccc(Cl)c1Cl,2,-1,1,0.0,-0.1,1,-11,-9,6
CC1CC(C)(C)NCCNC(C)CC(C)(C)NCCN1 (configuration not stated),5,0,2,0.6,-0.1,-5,-2,-5,-2
Cc1cc(C)cc(NC(=O)C(c2ccccc2)N2CCCC2)c1 (configuration not stated),1,-1,11,-0.5,-0.6,27,-4,-28,25
C/C(=N\NS(=O)(=O)c1ccc(Br)cc1)c1ccc2c(c1)OCO2,-3,0,2,-0.8,nt,8,nt,6,-4
COc1ccccc1NC(=O)NCc1cccn1Cc1ccccc1,-11,-2,1,-1.1,0.4,-3,nt,-4,nt
CCOC(=O)c1c(C#N)cnn1-c1ccc(C)cc1,3,-4,3,-1.0,-1.3,6,14,5,1
CCOC(=O)C1=C(COC(=O)c2cccc(N(C)C)c2)NC(=O)NC1C (configuration not stated),3,-1,5,0.2,-0.8,-16,-20,11,0
CC(c1ccccc1)N(C)C(=O)CN1CCN(S(=O)(=O)c2ccc3c(c2)OCCCO3)CC1 (configuration not stated),1,5,3,0.2,0.8,-10,-15,-10,-13
NS(=O)(=O)c1ccc(NC(=O)Cc2cccs2)cc1,-6,1,2,1.2,1.5,-11,39*,-3,-12
Cc1ccc(-c2cc(C(=O)Nc3cccc(S(=O)(=O)N(C)C)c3)c3ccccc3n2)o1,-3,0,2,2.5,0.7,1,0,13,-5
CC(C)(C)NC(=O)Cc1ccc(Cl)c(Cl)c1,0,1,1,-0.2,0.0,-5,8,6,14
c1ccc2c3n(nc2c1)CCCO3,3,-2,0,0.0,0.5,nt,-2,-9,nt
CCN(CC)C(=O)c1[nH]cnc1C(=O)NCc1ccc(CNC(=O)OC(C)(C)C)cc1,-16,3,-3,-0.2,0.2,nt,-1,2,nt
Cc1cc(C)n2nc(-c3ccccc3)c(-c3ccccc3)c2n1,0,1,2,-0.2,0.7,-5,-20,-2,3
C#CCNc1c2c(nc3nnnn13)CCCC2,1,3,5,0.4,0.4,9,14,12,-7
Cc1ccc(NS(=O)(=O)c2c(C)[nH]c(C)c2C(=O)N2CCCCC2)c(C)c1,-2,-5,4,0.0,0.4,4,-22,18,21
CCOCCn1ccc2c(OCC(=O)NCc3ccc(F)cc3)cccc2c1=O,-2,-1,-4,-0.2,1.6,nt,nt,-4,nt
COc1ccc(CCNC(=O)C(=O)c2cn(CC(=O)N3CCOCC3)c3ccccc23)cc1OC,-14,-2,12,1.4,0.1,1,-14,-2,8
CC(=O)Nc1nnc(Cc2ccccc2)s1,2,-4,4,0.4,-0.1,-22,-7,7,-4
CC(=O)C1=C(O)C(=O)N(CCc2c[nH]c3ccccc23)C1c1ccccc1 (configuration not stated),-1,-2,0,0.6,-0.2,-11,-23,1,-7
COC(=O)C1SCC2C(=O)N(Cc3ccc(Cl)c(Cl)c3)CC(=O)N21 (configuration not stated),-5,3,7,-0.9,-0.4,-1,-5,-5,-2
Clc1ccc(NNc2ccnc3cc(Cl)ccc23)cc1,-11,-4,3,-0.5,0.2,22,-13,-3,-7

# Reprinted from the part before: 2 entries, then new ones.
SMILES,TRHR PAM,D1 PAM,D1 ag,TRHR agonist,D2 ag,D1 antag,D2 antagonist,D2 PAM,RXFP1 antag
COC(=O)C1SCC2C(=O)N(Cc3ccc(Cl)c(Cl)c3)CC(=O)N21 (configuration not stated),-5,3,7,-0.9,-0.4,-1,-5,-5,-2
Clc1ccc(NNc2ccnc3cc(Cl)ccc23)cc1,-11,-4,3,-0.5,0.2,22,-13,-3,-7
N#Cc1c(Nc2ccccc2)sc(C(=O)c2ccc(F)cc2)c1N,3,3,3,-1.0,0.4,0,-6,17,-16
Cc1cc(C)c2c(=O)[nH]c(SCC(=O)Nc3ccc(Br)cc3)nc2n1,-9,-1,-1,-0.3,-0.9,8,14,23,-17
CC1CCN(S(=O)(=O)c2ccc3c(ccn3CC(=O)O)c2)CC1,4,-7,3,0.5,nt,-15,nt,nt,5
Clc1ccc(N2CCOCC2)nn1,3,-3,0,0.2,-0.3,10,-3,nt,-14
CCOC(=O)C1CCN(Cc2ccc(F)c(F)c2)CC1,1,-4,0,0.5,7.2,4,6,-9,-7
COc1cc2c(cc1OC)C(CC(=O)O)N(C(=O)CC1CCCC1)CC2 (configuration not stated),0,-2,2,0.2,-0.9,2,15,15,-4
CC(=O)c1cccc(N(CC(=O)Nc2cc(C)cc(C)c2)S(C)(=O)=O)c1,2,-4,3,-0.7,-0.2,-1,10,-7,-6
O=C(CS(=O)(=O)Cc1ccccc1)Nc1ccccc1Cl,2,-2,3,-0.3,nt,12,nt,nt,19
Cc1oc2c(c(C)cc3oc(=O)c(CC(=O)N[C@@H](CCCNC(N)=O)C(=O)O)c(C)c32)c1C,3,-2,-1,-1.3,-1.6,6,3,12,6
Cc1ccc(C2C(C(N)=S)=C(N)OC3=C2C(=O)CC(C)(C)C3)cc1 (configuration not stated),1,-7,0,0.4,0.7,-2,17,3,5
Cc1cc(C(=O)CSc2nc(N)cc(=O)[nH]2)c(C)n1-c1ccc(OC(F)F)cc1,-10,2,0,0.0,1.0,5,1,-5,-8
CC(C)C(=O)Nc1nnc(SCC(=O)NCc2cccs2)s1,13,-1,1,0.1,0.4,8,25,3,-26
Cc1nn(C)c(Oc2ccccc2)c1CCNS(=O)(=O)c1ccc(Cl)cc1,7,6,3,0.3,-1.0,-4,2,-14,-4
Cc1ccc(C)c(NC(=O)c2ccccc2NC(=O)C2CCCO2)c1 (configuration not stated),3,11,3,-0.8,-0.7,10,1,7,8
O=C(CCn1c(=O)c2ccccc2n(Cc2cccc(Cl)c2)c1=O)NCCc1ccccc1,-6,-2,6,-1.0,0.1,-2,nt,21,nt
CCn1cc(Br)c(C(=O)Nc2ccc(Cl)c(Cl)c2)n1,-3,1,2,-0.1,-1.2,-11,10,-7,-18
Cc1ccc2occ(CC(=O)N3CCN(c4cccc(Cl)c4)CC3)c2c1,15,0,7,-0.9,-1.2,-2,nt,nt,-35

# Printed as active in D1 ag, of those listed so far:
molecule | TRHR PAM | D1 PAM | D1 ag | D1 antag | D2 antagonist | D2 PAM | RXFP1 antag
O=C(Cc1c(F)c(F)c(F)c(F)c1F)Nc1nc(-c2ccccc2)cs1 | -4 | -12 | 36* | -2 | 10 | nt | -65*
